# Screens: PubChem BioAssay, NCI
# All columns: NCI-60 one-dose screen, growth in % after 48 h at 10 µM unless noted; 100 = growth as untreated, 0 = no growth, -100 = all killed.
# SW-620 – SW-620 colon cancer; 82,000 tested, 5.2% active
# SNB-19 – SNB-19 CNS cancer cells | 81,000 tested, 2.5% active
# SF-539 – SF-539 CNS cancer; 81,000 tested, 6.8% active
# HCC-2998 – HCC-2998 colon cancer; 79,000 tested, 4.7% active; AID 1794799
# SF-295 – SF-295 CNS cancer cells | AID 1794758 | 79,000 tested, 5.6% active
# KM12 – KM12 colon cancer cells; 82,000 tested, 5% active
# SNB-75 – SNB-75 CNS cancer. 79,000 tested, 5% active
# HCT-116 – HCT-116 colon cancer; 82,000 tested, 7.3% active; AID 1794798
# HCT-15 – HCT-15 colon cancer; 82,000 tested, 5.2% active
# * marks the source's active call; other numbers are inactive results; nt = no result given; & = joins results of further samples; ! = not active in a repeat. Rule for the calls: active = growth percent below 10; inactive = the rest.
SMILES,SW-620,SNB-19,SF-539,HCC-2998,SF-295,KM12,SNB-75,HCT-116,HCT-15
CC(=O)N(C)SCC(NC(=O)C(Cc1ccccc1)NC(=O)OCc1ccccc1)C(=O)NC(Cc1ccccc1)C(=O)NC(Cc1cn(C=O)c2ccccc12)C(=O)NC(CCCCNC(=O)OCc1ccccc1)C(=O)NC(C(=O)NC(CSN(C)C(C)=O)/C(O)=N\O)C(C)OCc1ccccc1 (stereo not given),82.7,93.8,104.1,104.0,111.7,110.6,91.2,91.5,111.7
COc1ccc2nc(NCN3N=C(C)CC3=O)sc2c1,109.2,79.1,91.6,102.8,31.2,71.2,93.9,73.1,90.9
CC1(C)CC(=O)C2=C(C1)N(c1ccc(F)cc1F)C(N)=C(C#N)C2c1ccc(F)c(Br)c1 (stereo not given),99.0,99.2,107.0,110.7,100.0,101.9,87.2,104.7,100.6
CC(CCO)CCC(Br)C(C)(C)Br (stereo not given),105.4,99.9,108.2,101.1,99.5,103.7,95.9,99.1,100.8
Nn1cnn2c(=O)c3cnn(-c4ccccc4)c3nc12,107.2,106.5,99.5,106.4,100.0,101.3,92.7,102.9,97.8
COC(=O)[C@]12CC[C@@H](C)[C@H](C)[C@@H]1C1=CC[C@@H]3[C@@]4(C)CC(=O)[C@H](O)[C@@]5(C)COC(=C45)C[C@@]3(C)[C@]1(C)CC2,-60.0*,-54.1*,-52.1*,-88.1*,-77.8*,-64.1*,-32.6*,-76.2*,-69.7*
CC(C)CSc1nc(Nc2ccccc2)c(C#N)c(-c2ccccc2)n1,81.4,66.8,75.9,90.2,69.8,100.7,55.8,70.4,87.1
CC(=O)Nc1ccc(S(N)(=O)=O)cc1,104.3&96.7,107.0&98.3,101.1&100.1,107.7,92.8&93.8,107.9&108.7,92.5&106.7,93.6&94.2,93.5&106.7
COc1cc2c(cc1OC)[C@H]1CCCN1CC2Sc1ccccc1 (stereo not given in full),99.9,92.2,95.9,119.0,90.1,108.5,78.8,89.1,100.1
Cc1cc(=O)[nH]c(SCC(=O)Nc2ccc(-c3nc4ccc([N+](=O)[O-])cc4[nH]3)cc2)n1,109.7,87.8,40.1,73.6,20.2,14.8,105.8,71.1,59.4
OCC1CSC(=S)N1Cc1ccccc1 (stereo not given),107.9,111.6,106.5,nt,83.7,114.2,105.2,nt,112.8
O=C(CN1CCN(c2cc3c(cc2F)c(=O)c(C(=O)N/N=C/c2ccc(F)cc2)cn3C2CC2)CC1)N/N=C\c1ccc(F)cc1,85.1,73.5,64.6,87.8,66.0,70.1,nt,72.8,55.5
CCOC(=O)c1cnc2ccc(C)cc2c1Nc1cccc(S(N)(=O)=O)c1,101.0,97.0,108.3,115.2,98.8,93.9,86.8,43.0,98.8
O=C(O)C1CCC(C(=O)O)CC1 (stereo not given),108.5,93.7,100.0,111.0,119.9,105.5,87.5,107.3,108.1
O=C1NCCc2c1noc2-c1ccccc1,109.3,104.5,94.7,99.9,97.8,102.9,89.7,88.3,105.8
CCOC(=O)NC(=O)NC(=O)OCC,105.4,107.2,99.9,102.4,99.9,103.4,86.2,107.5,99.3
O=C(CN1CCN(Cc2ccc(Cl)cc2)C(=O)c2ccccc2C1=O)NC12CC3CC(CC(C3)C1)C2,96.6,92.3,106.9,99.8,90.9,98.6,90.6,101.2,101.6
COc1ccc2c(c1)CC(O)CC1C(=O)N(CCO)CC(=O)C21 (stereo not given),102.8,103.0,94.1,101.6,94.0,107.9,93.6,93.5,97.2
C#C[C@]1(O)CC[C@H]2[C@@H]3CC=C4c5sc(-c6ccc(O)c(O)c6)nc5CC[C@]4(C)[C@H]3CC[C@@]21C,-76.6*,-89.4*,-93.2*,-83.9*,-94.2*,-76.3*,-81.4*,-88.8*,-82.2*
NC(=O)SCC(=O)Nc1ccccc1-c1ccccc1,115.0,89.5,89.5,95.5,109.3,nt,138.0,87.4,107.4
CCCCCCCCCCCCOC(=O)CCSCCC(=O)OCCCCCCCCCCCC,107.2,104.6,102.9,100.2,nt,102.5,80.2,97.6,97.3
O=C1OC(c2ccc(-c3ccccc3)cc2)=C/C1=C/C=C/c1ccccc1,97.0,99.1,105.1,105.7,65.6,103.3,92.4,88.0,109.2
COc1ccc(C2CC(c3ccc(Cl)cc3)=NN2/C=C2\SC(=S)N(NC(=O)Cc3ccccc3Nc3c(Cl)cccc3Cl)C2=O)cc1 (stereo not given),90.0,18.2,71.1,90.4,88.0,85.4,58.4,56.3,68.7
Cc1c(C(=O)OC(CO)CO)cc(-c2ccc(Cl)cc2)n1-c1ccccc1,106.5,129.6,103.6,123.0,95.4,99.3,107.9,98.1,49.0

# Fetched by compound from the list above:
SMILES,SW-620,SNB-19,SF-539,HCC-2998,SF-295,KM12,SNB-75,HCT-116,HCT-15
NC(=O)SCC(=O)Nc1ccccc1-c1ccccc1,115.0,89.5,89.5,95.5,109.3,nt,138.0,87.4,107.4
CCOC(=O)c1cnc2ccc(C)cc2c1Nc1cccc(S(N)(=O)=O)c1,101.0,97.0,108.3,115.2,98.8,93.9,86.8,43.0,98.8
COc1ccc(C2CC(c3ccc(Cl)cc3)=NN2/C=C2\SC(=S)N(NC(=O)Cc3ccccc3Nc3c(Cl)cccc3Cl)C2=O)cc1 (stereo not given),90.0,18.2,71.1,90.4,88.0,85.4,58.4,56.3,68.7

# Continued.
SMILES,SW-620,SNB-19,SF-539,HCC-2998,SF-295,KM12,SNB-75,HCT-116,HCT-15
COc1ccccc1C(=O)NC(=S)Nc1ccc(-c2nc3ccccc3o2)cc1,103.0,96.8,94.6,96.3,107.8,108.0,110.2,93.6,101.5
Cc1nc2cc(Nc3nc(Nc4ccc(F)cc4)nc(Nc4ncccn4)n3)ccc2n1Cc1ccccc1,102.4,92.6,109.6,101.3,84.4,88.4,84.4,84.2,87.4
Cc1nn(-c2ccccc2)cc1/C=C/C(=O)c1ccc(-c2cc3ccccc3oc2=O)nc1C,102.6,94.8,98.6,102.4,90.9,102.1,100.5,105.8,92.6
Cc1cc(C)c(C#CC(=O)O)c(C)c1C,96.4,101.9,102.6,100.0,91.9,102.9,90.8,81.7,97.7
O=C(CN1C(=O)CCC1=O)Nc1ncc(Cc2ccc(F)cc2)s1,102.4,96.3,98.7,92.5,99.3,103.2,94.3,103.6,102.0
CN1CCc2c(sc3nc(-c4ccccc4)[nH]c(=O)c23)C1,nt,97.7,93.3,109.1,89.1,104.8,85.2,101.4,99.5
Cc1ccc(-c2nc3ccc(C(=O)N=Nc4c(O)[nH]c5ccc(Cl)cc45)cc3[nH]2)cc1,-34.0*,-24.0*,33.2,-66.8*,10.1,5.0*,-49.3*,1.0*,67.7
Cc1ccccc1-n1nnc(C(=O)Nc2ccc3cc(CN4CCNCC4)ccc3n2)c1C,96.4,89.0,91.3,93.7,95.9,83.1,88.1,50.2,43.0
Cc1cc(N2CCN(CC(=O)Nc3ccc4c(ccn4Cc4ccccc4)c3)CC2)nc(N2CCCCCC2)n1,56.8,57.3,69.4,64.5,44.4,37.6,66.6,38.8,28.2
CN(C)S(=O)(=O)Oc1ccc(-c2ccc3occc3c2)cc1,107.0,97.7,103.5,107.1,87.3,105.1,131.5,103.4,93.0
CN(C)CCC(C(=O)c1ccccc1)c1ccccn1 (stereo not given),102.7,99.7,104.3,95.4,117.3,103.0,97.1,104.4,102.0
CCOC(=O)C1=NN(c2ccc(Cl)cc2)C2C3N(c4ccc(Cl)cc4)N=C(C(=O)OCC)N3c3ccccc3N12 (stereo not given),109.9,118.1,115.8,97.5,nt,102.6,91.1,87.9,120.9
COc1cccc(-c2cc(=O)c3cc(Cl)cc(NCCO)c3o2)c1N,89.3,97.6,93.4,103.8,99.1,84.5,82.7,87.7,87.8
Nc1cc(C(=O)O)nc(N)n1,96.6,98.4,94.8,95.8,95.0,104.7,93.5,107.7,100.3
COc1ccc(C2=C3C(=O)N(Cc4ccccc4)c4ccccc4C3c3c(C)nn(-c4ccccc4)c3N2)cc1 (stereo not given),105.3,91.8,113.7,81.2,98.3,106.7,74.9,95.0,97.6
Nc1nc(-c2ccc(F)cc2)cc(-c2cnn(-c3ccccc3)n2)n1,99.3,103.8,106.2,111.2,107.5,100.3,100.2,106.2,95.4
Oc1ccc(C(c2ccc(O)cc2)c2ccc(Br)cn2)cc1,102.2,66.9,84.9,3.5*,-17.1*,16.0,-10.3*,19.4,15.6
CCOP(=O)(Cc1ccc(N(CCO)CCO)cc1)OCC,104.7,104.5,96.1,111.2,91.8,108.1,92.5,105.8,96.1
COc1cc(OC)c(-c2ncc(-c3ccc(Cl)cc3)[nH]2)c(OC)c1,102.8,104.8,101.6,136.8,105.7,99.6,96.7,104.3,108.5
COc1ccc(CNc2nc3ccccc3c3c(=O)c4cc(Cl)ccc4sc23)cc1,56.8,72.0,73.8,79.9,76.3,72.8,48.0,51.0,65.2
C=CCOc1ccc(/C=N/NC(N)=S)cc1,100.8,102.2,87.5,86.9,100.5,97.9,98.2,86.4,89.5
CCCNC(=O)/C(=C/c1c[nH]c2ccccc12)NC(=O)/C=C/c1cccs1,104.7,98.5,107.0,87.4,105.4,101.4,91.5,95.3,108.1
c1ccc2c(c1)OCc1nccn1-2,103.0,111.3,106.7,99.9,125.4,113.8,116.1,101.4,103.3
O=C(c1ccc(OCCN2CCCCC2)cc1)c1c(-c2ccc(OS(=O)(=O)c3ccc(C(F)(F)F)cc3)cc2)sc2cc(OS(=O)(=O)c3ccc(C(F)(F)F)cc3)ccc12,100.0,97.5,96.4,97.4,103.3,94.4,82.3,84.8,87.8

# Reformatted: results already given.
> OCC1CSC(=S)N1Cc1ccccc1 (stereo not given)
  SW-620: 107.9	SNB-19: 111.6	SF-539: 106.5	HCC-2998: nt	SF-295: 83.7	KM12: 114.2	SNB-75: 105.2	HCT-116: nt	HCT-15: 112.8
> O=C(CN1CCN(c2cc3c(cc2F)c(=O)c(C(=O)N/N=C/c2ccc(F)cc2)cn3C2CC2)CC1)N/N=C\c1ccc(F)cc1
  SW-620: 85.1	SNB-19: 73.5	SF-539: 64.6	HCC-2998: 87.8	SF-295: 66.0	KM12: 70.1	SNB-75: nt	HCT-116: 72.8	HCT-15: 55.5
> CCOC(=O)c1cnc2ccc(C)cc2c1Nc1cccc(S(N)(=O)=O)c1
  SW-620: 101.0	SNB-19: 97.0	SF-539: 108.3	HCC-2998: 115.2	SF-295: 98.8	KM12: 93.9	SNB-75: 86.8	HCT-116: 43.0	HCT-15: 98.8
> O=C(O)C1CCC(C(=O)O)CC1 (stereo not given)
  SW-620: 108.5	SNB-19: 93.7	SF-539: 100.0	HCC-2998: 111.0	SF-295: 119.9	KM12: 105.5	SNB-75: 87.5	HCT-116: 107.3	HCT-15: 108.1

# More structures follow:
SMILES,SW-620,SNB-19,SF-539,HCC-2998,SF-295,KM12,SNB-75,HCT-116,HCT-15
COc1cc(C(=O)c2ccc3c(c2)OCO3)cc(OC)c1OC,9.9*!,43.1&35.9,-1.5*!,54.8&60.1,9.2*,27.3&24.7,-9.4*,24.5&27.2,27.4&15.6
COc1cc(C2CC(=O)Nc3ncn(-c4ccc(F)cc4)c32)cc(OC)c1OC (stereo not given),108.9,102.9,106.3,109.7,99.9,109.2,108.9,96.1,104.9
COc1ccc(/C=C\c2cc(OC)c(OC)c(OC)c2)cc1OC(=O)c1cccc(Cn2cc(CCOC(=O)c3cccc(Cn4nnc5c4C(=O)c4ccccc4C5=O)c3)nn2)c1,27.8,28.6,-22.5*,17.6,11.0,9.0*,nt,6.5*,10.5
O=C(Nc1ccccc1)Nc1ccc(Nc2ncnc3sc4c(c23)CCNC4)cc1,88.3,84.0,95.4,103.4,85.0,95.1,73.6,81.6,97.6
CCOC(=O)c1cc(-c2ccc(Cl)cc2)[nH]c1NNC(C)=O,107.5,97.2,73.2,135.0,114.3,97.6,105.0,95.7,118.7
COc1ccccc1NC(=S)Nc1ccccc1OC,108.7,95.6,101.1,87.4,108.0,101.3,104.1,100.9,99.0
N#Cc1sc2nc(-c3cnccn3)cc(-c3cccs3)c2c1N,112.8,102.8,96.7,109.2,117.1,97.3,nt,100.8,101.2
COc1ccc(CCNC(=O)c2cccc(Cl)c2)cc1OC,84.2,106.0,105.8,95.7,103.6,85.6,110.7,92.1,90.8
CC(=O)C(=Cc1ccc(O)cc1)C(C)=O,105.1&92.9,92.9&96.1,104.9&92.4,104.9&114.3,104.6&93.5,104.6&107.6,89.9,93.8&94.8,100.1&96.9
Oc1ccc(Oc2c(F)c(F)c(Oc3ccc(O)cc3)c(F)c2F)cc1,98.1,101.5,102.0,80.9,78.4,102.5,86.4,101.8,104.0
CCOC(=O)CC(=O)OC,98.8,96.3,95.7,104.4,110.0,114.9,nt,103.7,102.4
Cc1cccc2cc(-c3cc4ccccc4[nH]3)c(=NC(=O)c3ccc(Cl)cc3)oc12,94.7,98.9,87.9,110.5,99.0,95.6,72.8,96.5,104.9
CCOc1nc(-c2ccccc2)cc2c(O)c(C(=O)NC)[nH]c(=O)c12,102.4,103.7,122.9,nt,111.7,110.8,94.4,93.4,106.1
CN(C)c1ccc(N2C(=O)C=CC2=O)cc1,113.8,105.1,88.4,107.2,99.2,105.4,88.7,92.6,101.5
O=C(O)CCc1nnc2c(Cc3ccccc3)nc3ccccc3n12,97.6,100.7,98.1,95.3,98.3,97.4,82.3,92.4,107.5
CCOC(=O)CCCn1c2c(sc3ncccc32)c(=O)n2nnc(-c3ccccc3)c12,105.3,95.0,91.3,119.1,nt,102.2,86.2,98.8,103.4
CC(=O)Nc1ccc(-n2cnc3cc(-c4ccc(O)cc4)ccc32)cc1C(F)(F)F,22.3,27.8,24.2,33.9,-13.7*,3.5*,8.8*,31.0,16.1
COc1ccc(/C=N/NC(=O)c2c(Nc3ccccc3)nn(CC(O)c3ccccc3)c2N)cc1 (stereo not given),95.5,91.1,97.8,100.6,89.9,85.8,94.7,83.5,80.6
O=C(NCc1cccnc1)c1cc(-c2csc3c(=O)cc(N4CCOCC4)oc23)cc2c1OCCO2,46.9,47.5,10.6,41.8,30.0,48.9,-9.3*,45.2,66.5
O=C(O)CCNS(=O)(=O)c1ccc(-c2ccccc2)cc1,95.4,101.8,108.0,110.6,130.6,116.7,90.6,107.8,99.2

# Not a hit list; about 11% have a hit in one of these screens.
